# From PubChem BioAssay
# Integrin act MD – integrin-mediated muscular dystrophy alleviation activation; 350,000 tested, 0.064% active; AID 624291; Potency, µM (titrated, usually from 38.3 µM), without a hit: top-dose activation, most hits filed as activators; alpha7betagal myoblasts, beta-gal FDG fluorescence, 48 h;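 also: potency is read from the fitted curve at half-maximal effect; 100% = response of the positive control SU9516; nearly all actives have a fitted effect of over 60% in size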
#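 Alpha7betagal+/- myoblasts (passage 13) were plated 16-24 hr, then exposed to compounds (1:260 dilution of DMSO stock) for 48 hours at 37C. After MPER lysis, β-galactosidase reporter activity was read as FDG fluorescence (ex 480/em 540) after 30 minutes.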
# TSHR antag – antagonists of human thyroid stimulating hormone receptor; TSHR-expressing cells, TSH-stimulated cAMP HTRF, 2 h; stronger effect = lower value; activity change, negative = inhibition, % at 11.5 µM; 330,000 tested, 0.2% active; AID 504810;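 active = activity change below a set negative limit, meaning inhibition stronger than a set level, cut at about -70% in these data; inconclusive = activity change between two set negative limits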; also: % is scaled to controls: 0 for no effect and ±100 for the full control effect
#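 Competitive HTRF cAMP read-out (cryptate anti-cAMP antibody, cAMP-d2; 30 min, room temperature) in freshly harvested TSHR cells. Compounds added before TSH at EC80 (4nM final), followed by 2 hours' incubation at 37 deg C.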
# MLL CXXC-DNA inh – MLL CXXC-DNA interaction inhibition; Q03164; MLL-CXXC / FITC-HOXA9 DNA fluorescence polarization; Potency, µM (titrated, usually from 115 µM), for the others: at the highest dose activity change, negative = inhibition, hits mostly inhibitors; 290,000 tested, 0.037% active; AID 2662; active = well fitted inhibition curve with a large enough effect in the polarisation, with a control signal flat, not every such curve was filed as active; inconclusive = small, poorly fitted or top-dose-only effect, or effect the other way, or a change in a side signal; inactive = no such curve, though single readings can be large or run the other way; the % refers to the polarisation; also: potency is read from the fitted curve at half-maximal effect
#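 Fluorescence polarization: 7 uM MLL-CXXC (stock) preincubated 5 min with compounds, then 50 nM fluorescein-HOX-A9 DNA (stock) added; 30 min ambient. Buffer 50 mM Tris-HCl pH 7.5, 50 mM NaCl, 1 mM DTT, 0.05% BSA.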
# A-T KAP1 phos – potential ataxia-telangiectasia treatments restoring KAP-1 phosphorylation | Potency, µM (highest dose often 57.5 µM), for the others: at the top dose activation, most hits filed as activators | […] A-T fibroblasts, KAP-1 phosphorylation AlphaLISA; neocarzinostatin DNA damage 30 min before lysis | 320,000 tested, 0.19% active; also: potency is read from the fitted curve at half-maximal effect; % of control where 0% means no effect; nearly all actives have a fitted effect of over 45% in size
#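 hTERT-immortalized A-T patient fibroblasts ([…]), 500 cells/well in OPTI-MEM, 1% FBS, got compounds for 60 min, then NCS for 30 min at 37C. Lysates were then assayed for phospho-KAP-1 by AlphaLISA (anti-pKAP1 donor, anti-KAP1 acceptor beads), 6 hr at 25C.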
# ASM inhibitor – blocks human secretory acid sphingomyelinase. placental ASM, HMU-PC fluorogenic substrate, 60 min. 340,000 tested, 0.006% active. P17405. Potency, µM (series often up to 57.5 µM), inactives show at the top dose activity change, negative = inhibition, actives largely listed as inhibitors; also: potency is read from the fitted curve at half-maximal effect
# Target sequence (P17405 47-631 limits assumed): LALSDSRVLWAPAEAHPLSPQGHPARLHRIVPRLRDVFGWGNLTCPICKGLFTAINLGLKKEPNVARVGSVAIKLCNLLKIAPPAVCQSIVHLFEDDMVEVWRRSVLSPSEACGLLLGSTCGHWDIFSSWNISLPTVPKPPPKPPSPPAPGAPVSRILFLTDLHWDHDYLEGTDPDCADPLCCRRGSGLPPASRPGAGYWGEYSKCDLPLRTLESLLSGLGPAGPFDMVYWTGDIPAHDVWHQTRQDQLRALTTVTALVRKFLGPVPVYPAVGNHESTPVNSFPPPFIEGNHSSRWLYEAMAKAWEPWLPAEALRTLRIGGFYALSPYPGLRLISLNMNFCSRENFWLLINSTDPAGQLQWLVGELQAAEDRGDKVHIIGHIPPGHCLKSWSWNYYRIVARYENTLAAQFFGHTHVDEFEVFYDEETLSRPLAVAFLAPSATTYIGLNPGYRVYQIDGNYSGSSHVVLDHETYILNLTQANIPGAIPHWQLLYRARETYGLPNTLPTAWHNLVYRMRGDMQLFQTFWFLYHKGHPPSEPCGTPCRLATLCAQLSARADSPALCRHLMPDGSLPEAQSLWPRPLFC
#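 qHTS format. ASM enzyme prepared from human placenta hydrolyses the fluorogenic substrate HMU-PC0 (9 uM final) over 60 min at 37 °C after a 10 min compound preincubation.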
# MBNL1-CUG inh – blocks human MBNL1 binding to CUG repeat RNA | TR-FRET MBNL1-His/biotin-(CUG)12 binding, 665/545 ratio | Potency, µM (highest dose often 57.5 µM), inactives show at the top dose activity change, negative = inhibition, hits mostly inhibitors | 280,000 tested, 0.036% active; active = well fitted inhibition curve with a large enough effect in the signal ratio, with a control signal flat, not every such curve was filed as active; inconclusive = small, poorly fitted or top-dose-only effect, or effect the other way, or a change in a side signal; inactive = no such curve, though single readings can be large or run the other way; the % refers to the signal ratio; also: potency is read from the fitted curve at half-maximal effect; % is scaled to controls: 0 for no effect and ±100 for the full control effect
#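 His-tagged MBNL1 binding to biotinylated (CUG)12 RNA was measured by TR-FRET using terbium anti-His antibody (0.055 ng/ul final) and streptavidin-XL665 (5 nM final). Compounds were titrated 92 nM to 58 uM; 60 min at room temperature.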
# Menin-MLL TR inh – inhibitors of human menin-MLL interaction, mutant MLL peptide. O00255. Menin + Texas Red MLL mutant peptide, fluorescence polarization. Potency, µM (doses to about 61.6 µM), for the others: at the top dose FP activity change, negative = inhibition, usual class: inhibitors. 270,000 tested, 0.23% active. AID 1768; active = well fitted inhibition curve with a large enough effect in the polarisation, with a control signal flat, not every such curve was filed as active; inconclusive = small, poorly fitted or top-dose-only effect, or effect the other way, or a change in a side signal; inactive = no such curve, though single readings can be large or run the other way; the % refers to the polarisation; also: potency is read from the fitted curve at half-maximal effect; % of control where 0% means no effect; many of its hits are not listed in these tables
# TCR act – activates T cell receptor signaling. primary human leukocytes, anti-CD3, IL-2 HTRF, 48 h. Potency, µM (doses to about 9.22 µM), inactives show top-dose activation of IL-2 secretion, hits mostly activators. 330,000 tested, under 10 active. AID 504894; also: % of control where 0% means no effect
#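 Human primary leukocytes + a-CD3 beads + cpd, 48 hr; IL-2 in supernatant by HTRF (ex 320nm / em 665nm). No co-stimulatory signal supplied.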
# Mito fusion act – blocks mitochondrial division or promotes mitochondrial fusion | S. cerevisiae fusion-defective mutant growth rescue, CellTiterGlo 48 h | Potency, µM (top dose mostly 46.1 µM), inactives show at the top dose growth rescue (activation), hits mostly activators | 320,000 tested, 0.23% active;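 also: potency is read from the fitted curve at half-maximal effect; % of control where 0% means no effect; nearly all actives have a fitted effect of over 45% in size; temperature-sensitive fusion mutants such as fzo1-1 at 37 °C on non-fermentable ethanol glycerol medium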
#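 Temperature-sensitive fusion-defective S. cerevisiae (e.g. fzo1-1, mgm1-5) were grown with compound in YPEG medium (3% ethanol, 3% glycerol) for 48 hours at 37C. Growth rescue was measured as viability by CellTiterGlo luminescence after 10 minutes at ambient.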
# TSG101-PTAP inh – blocks PTAP/TSG101 interaction to inhibit HIV-1 budding; Q99816; Fluorescence polarization, FITC-PTAP peptide / Tsg101 binding; Potency, µM (doses to about 115 µM), without a hit: at the highest dose activity change, negative = inhibition, most hits filed as inhibitors; 340,000 tested, under 10 active; AID 493005; active = well fitted inhibition curve with a large enough effect in the main read-out, with a control signal flat, not every such curve was filed as active; inconclusive = small, poorly fitted or top-dose-only effect, or effect the other way, or a change in a side signal; inactive = no such curve, though single readings can be large or run the other way; also: potency is read from the fitted curve at half-maximal effect; % of control where 0% means no effect
# Target sequence (Q99816 whole entry, looked up): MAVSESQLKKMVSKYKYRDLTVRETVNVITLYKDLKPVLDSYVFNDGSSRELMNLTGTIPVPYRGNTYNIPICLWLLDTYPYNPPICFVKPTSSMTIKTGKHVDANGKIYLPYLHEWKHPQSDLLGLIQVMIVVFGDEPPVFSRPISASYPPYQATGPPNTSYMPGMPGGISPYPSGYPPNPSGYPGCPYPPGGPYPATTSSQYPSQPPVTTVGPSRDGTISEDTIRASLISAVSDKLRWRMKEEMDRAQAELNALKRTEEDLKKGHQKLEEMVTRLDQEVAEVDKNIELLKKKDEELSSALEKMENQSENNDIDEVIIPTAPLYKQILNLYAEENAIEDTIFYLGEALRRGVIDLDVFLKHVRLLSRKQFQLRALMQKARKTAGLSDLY
#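 Tsg101 binding domain (10 uM final) was mixed with compound and a FITC-labeled PTAP peptide (50 nM final) in HEPES pH 7.5 buffer with NaCl, Tween 20, EDTA and TCEP; fluorescence polarization was read after 20 min at r.t.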
# * marks the source's active call; other numbers are inactive results; ? = inconclusive; / = no result given; [ ] = dose if it differs, or a comment. Unless noted, calls follow the shape of the dose curve; as a rule, active = well fitted curve in the direction sought with a large enough effect; inconclusive = small, poorly fitted or top-dose-only effect, or another doubt; inactive = no such curve, though single readings can be large; an effect the other way counts as inactive or inconclusive.
compound	Integrin act MD	TSHR antag	MLL CXXC-DNA inh	A-T KAP1 phos	ASM inhibitor	MBNL1-CUG inh	Menin-MLL TR inh	TCR act	Mito fusion act	TSG101-PTAP inh
O=C1C2C3C=CC(C3)C2C(=O)N1c1ccc(S(=O)(=O)Nc2nccs2)cc1 (stereo not drawn)	1%	-4	?	-5%	6%	7%	/	2%	-5%	-5%
COc1cccc(C(=O)COC(=O)c2ccc(NC(C)=O)cc2)c1	-17%	44	-2%	-2%	0%	/	-10%	-2%[46.1 µM]	-3%	-3%
Nc1ccc2oc(=O)c(-c3ccccc3)cc2c1	11%	-4	1%	19%	-5%	?	28%	-8%	26%	-7%
NS(=O)(=O)c1ccc(NC(=O)/C=C/c2cccs2)cc1	-20%	-1	-5%	18%	1%	6%	/	0%	-2%	-5%
CN(O)C(=S)c1ccccc1	-56%[inhibitor]	/	/	/	6%	/	/	4%	/	-2%
C/C=C(\C)C(=O)N1CC2(CC(c3cccc(NC(=O)CCCCC)c3)=NO2)C[C@@H]1C(N)=O (stereo partly drawn)	0%	-1	5%	0%	9%	5%	/	-4%	0%	0%
CCOC(=O)c1cc2sc(C)cc2n1CC(=O)Nc1ccc2c(c1)OCCO2	-18%	2	46%[activator]	-3%	0%	25%	?	2%	-5%	0%
CCc1ccc(C(=O)OCC(=O)NCC(F)(F)F)cc1	-1%	1	0%	-3%	-1%	-3%	8%	-5%	3%	-1%
CCCCCn1c(=O)c(C(=O)OCC)c(O)c2ccccc21	-5%	0	-5%	3%	-4%	4%	18%	3%	14%	0%
COc1ccc(CCCc2n[nH]c(=S)o2)c(C)c1	10%	8	?	5%	0%	-18%	13%	-1%	2%	-3%
O=C(CC(=O)N/N=C\c1ccccc1[N+](=O)[O-])NCCc1ccccc1	5%	-11	-20%	1%	0%	?	7%	-8%	2%	1%
CCN(CC)c1ccc2nc3ccc(N)cc3[n+](-c3ccccc3)c2c1	-59%[inhibitor]	-40	/	-1%	-17%	/	/	-1%	-14%	-19%
Cc1ccc(NC(=O)C(=O)NCc2ccco2)c(C)c1	-6%	-8	-8%	0%[11.5 µM]	2%	-4%	2%	-7%	-12%	1%
CC(=O)c1c(C)[nH]c(C(=O)OCC(=O)NCCCc2ccccc2)c1C	0%	-12	/	-1%	-3%	/	/	-6%	-2%	-4%
CS/C(N)=N/N=C/c1cc(Br)cc(Br)c1O	0%	10	5%	2%	50%[activator]	-6%	/	3%	8%	-9%
CCCN1CCN(C(=O)Nc2cccc(C(F)(F)F)c2)CC1	2%	4	-16%	2%	5%	-5%	6%	10%	-3%	5%
COc1ccc(Cl)cc1NC(=O)CN(C)C1CCS(=O)(=O)C1 (stereo not drawn)	?	16	/	-3%	7%	/	/	46%	-6%	1%
O=C(CN1CCN(c2ccccc2)CC1)Nc1ccc(Oc2ccccc2)cc1	0%	-8	1%	3%	-21%	-2%	-4%	-8%	6%	-2%
CCOC(=O)c1sc(NC(=O)c2cc3n(n2)C(C(F)(F)F)CC(c2ccccc2)N3)c(C(=O)OCC)c1C (stereo not drawn)	7%	33	6%	-2%	-2%	1%	3%	-2%	2%	1%
CC(NC(=S)Nc1ccccc1)C(c1cccs1)N1CCOCC1 (stereo not drawn)	-37%	-1	-5%	-7%	0%	5%	/	0%	-6%	-7%
CC(NC(=O)CNC(=O)[C@@H]1Cc2ccccc2CN1)c1ccccc1 (stereo partly drawn)	17%	9	-1%	0%	0%	1%	9%	0%	2%	0%
Cc1ccc(SCCNC(=O)/C=C/c2ccc([N+](=O)[O-])cc2)cc1	-8%	-9	-18%	-7%	11%	/	19%	0%[46.1 µM]	16µM*	0%
O=C(O)c1ccc(COCC(F)(F)C(F)F)o1	-29%	-3	6%	-4%	-1%	3%	-21%	-3%	1%	-3%
COCCNC(=O)NC(=O)COC(=O)c1ccc2[nH]c3c(c2c1)CCCC3	-3%	5	4%	0%	0%	15%	-30%	1%	5%	-4%
O=C(N/N=C/c1c(F)c(F)c(F)c(F)c1F)c1ccc(Cn2cc(Br)cn2)o1	10%	1	1%	-4%	-14%	-7%[11.5 µM]	2%	-3%[46.1 µM]	-26%	-2%
CCOC(=O)/C(C#N)=C/c1cc2ccccc2nc1N1CCCCC1	-29%	9	?	5%	-6%	120%[activator]	-24%	-4%	-2%	-1%
Clc1cccc(Cl)c1CSc1nnc(/C=C/c2ccccc2)o1	8%	-14	0%	11%	-9%	-6%	-2%	7%	-1%	-6%
CCCc1cc(=O)oc2cc(C)cc(OCC(=O)NC3CCN(Cc4ccccc4)CC3)c12	13%	3	-1%	-2%	-4%	-6%	-4%	-5%	-9%	-3%
COc1ccc(CCC(C)NCc2ccccc2OC)cc1 (stereo not drawn)	-45%[inhibitor]	-2	0%	0%	5%	5%	-16%	0%	2%	-3%
O=C(NCCc1ccccc1)C1CCC(CNS(=O)(=O)c2cccs2)CC1 (stereo not drawn)	-23%	-3	-5%	1%	0%	2%	-8%	2%	1%	-9%
COc1ccc(/C=N/NC(=O)CC(=O)N/N=C/c2ccc(OC)cc2)cc1	16%	-8	-4%	-1%	1%	17%	-14%	18%	-6%	-3%
c1ccc(CSc2nnc(-c3ccco3)c(-c3ccco3)n2)cc1	-27%	-3	-10%	-7%	-18%	27%	?	4%	20%	-6%
CCOC(=O)/C(C(C)=O)=C1\OC(=O)c2ccccc21	17%[7.66 µM]	-3	?	-5%	5%	-19%	0%	12%	-7%	-2%
CCCC(C(=O)NC(C)(C)C)N(CC1CCCO1)C(=O)CNS(=O)(=O)c1ccc(F)cc1 (stereo not drawn)	0%	5	13%	13%	-1%	-5%	/	-6%	4%	-1%
Cc1ccc(S(=O)(=O)Cn2nnnc2CN(Cc2ccco2)Cc2cccs2)cc1	6%	-24	2%	5%	-9%	-1%	9%	-6%[46.1 µM]	?	3%
COc1cc2c(cc1NC(=O)c1cccc([N+](=O)[O-])c1C)oc1ccccc12	-3%	13	18%	-1%	-2%	-9%	-21%	-3%	13%	-4%
CN(C)C=Nc1nonc1-c1ncn[nH]1	8%	28	-9%	2%	5%	-1%	5%	-1%	-5%	-2%
CCCCn1c(N)c(N(CCC(C)C)C(=O)C2CSC3(C)CCC(=O)N23)c(=O)[nH]c1=O (stereo not drawn)	-33%	3	/	-6%	9%	/	/	/	-3%	-3%
O=[N+]([O-])c1ccc(N2CCNCC2)cc1Sc1nc2ccccc2[nH]1	-46%[inhibitor]	4	3%	-9%	-7%	?	-13%	3%[46.1 µM]	-2%	0%
COC(=O)C1=NNC(C(=O)c2ccco2)C1c1ccccc1 (stereo not drawn)	42%	-6	0%	1%	5%	-3%	8%	-3%	0%	-3%
O=C(NCCOC(=O)c1ccccc1)c1ccccc1	4%	-4	/	-10%	3%	/	/	-1%	-5%	-4%
O=C(CNS(=O)(=O)c1cccc(F)c1)OCC(=O)N1CCCC1=O	19%	8	/	-4%	6%	/	/	2%	1%	1%
Cc1nccn1-c1ncnc2sc3c(c12)CCCC3	13%	-11	6%	1%	2%	14%	1%	-1%	-5%	-6%
CCc1sc(C(=O)Nc2ccc3c(c2)OCO3)cc1C	16%	/	/	9%	-1%	/	/	0%	/	1%
Cc1nn(CCCC(=O)N2CCc3ccccc3C2)c(=O)c2cc3sccc3n12	-6%	1	-4%	-3%	0%	-5%	-16%	-2%	5%	-5%
O=C(Cc1ccc(F)cc1)N[C@@H]1c2ccccc2CC[C@@H]1O	-11%	-1	/	-5%	-1%	/	/	0%[46.1 µM]	/	-2%
C/C(=N\NC(=O)CNC(=O)C(c1ccccc1)c1ccccc1)c1ccc(C)cc1	/	15	?	-2%	/	-7%	?	1%[46.1 µM]	-4%	/
Cc1cccc(NC(=O)CCNC(=O)c2ccccc2Cl)n1	12%	9	-5%	6%	2%	0%	/	5%	-3%	0%

# Some of the compounds tested. The share of hits here may be higher or lower than overall.
